Assay outcomes from PubChem BioAssay.
Imprint erasure: induces erasure of genomic imprints in mouse ES cells; mouse ES Peg3-LacZ reporter, beta-gal luminescence, 40 h; 110,000 tested, 0.02% active; Potency, µM (series often up to 60.7 µM), inactives show at the top dose activity change, positive = activation, hits mostly activators;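 note: 0% = negative control wells on the plate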
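Each well holds 300 Peg3LacZ-Neo (maternal) female ES cells incubated 40 h at 37C, 5% CO2. LacZ is measured by BetaGlo luminescence, with AC50 and maximum efficacy derived from dose-response curves.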
p53ts 39C tox: cytotoxicity in p53ts cells at nonpermissive temperature; 130,000 tested, 1.5% active; H1299-p53A138V viability at 39C, ATP luminescence, 24 h; Potency, µM (top dose mostly 46.1 µM), for inactives: at the highest dose activity change, negative = cell killing, hits mostly cytotoxic; note: nearly all actives have a fitted effect of over 55% in size
IkB sig inh: IkB pathway inhibition in ABC-DLBCL cells. ABC-DLBCL IkBa-CBG/CBR dual luciferase ratio, 4 h; response scale: scaled: untreated 0%, proteasome inhibitor 100%. 110,000 tested, 0.04% active. Potency, µM (doses to about 57.1 µM), for the others: at the highest dose IkBa stabilization activation; active = well fitted curve in the direction sought with a large enough effect in the signal ratio, not every such curve was filed as active; inconclusive = small, poorly fitted or top-dose-only effect, or a change in a side signal; the % refers to the signal ratio;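 note: the direction sought is a rising ratio; 0% = basal untreated cells and 100% = reference inhibitor full response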
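Curves were fitted separately to fusion (green), unfused (red) and ratio luminescence, then classed by r2, magnitude and activity. Cells: OCI-Ly3, 4 h compound plus doxycycline at 37C; 10 uM MG-132 defined full response.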
p53ts 32C tox: cytotoxicity in p53ts cells at permissive temperature. H1299-p53A138V at 32C, ATP luminescence viability, 24 h. Potency, µM (top dose mostly 46.1 µM), for the others: at the highest dose activity change, negative = cytotoxicity, most hits filed as cytotoxic. 130,000 tested, 0.93% active. AID 924;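 note: 0% = DMSO and -100% = full killing by reference compound; nearly all actives have a fitted effect of over 55% in size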
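Cells: H1299 p53ts (A138V), 600/well, pre-incubated 16–30 h at 37C. Cpd up to 46 uM, 24 h, 32C. Readout: ATPlite luminescence, 20 min RT. Normalization: DMSO vs tamoxifen 100 uM. AC50 by Hill equation.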
Numbers without * were called inactive; ? = inconclusive; nt = not tested or not shown; [ ] = remark or other dose. Unless noted, calls come from the whole dose curve; as a rule, active = well fitted curve in the direction sought with a large enough effect; inconclusive = small, poorly fitted or top-dose-only effect, or another doubt; inactive = no such curve, though single readings can be large; an effect the other way counts as inactive or inconclusive. Unless noted, % is set by controls: 0 for no effect and ±100 for the full control effect; potency is the fitted concentration of half-maximal effect.

#1 Cc1cccc(NC(=O)c2cc(CN3CCOCC3)on2)c1C
#2 Cc1ccc2c(c1)N(S(=O)(=O)c1cc(-c3onc(C)c3C)ccc1C)CCO2
#3 COc1cc(NC(=O)CN2C(=O)C(c3ccc(C)cc3)=NC23CCCCC3)cc(OC)c1
#4 C=CCNc1nc(N(c2ccccc2)c2ccccc2)nc(-n2ccnc2)n1
#5 CC(C)CC(=O)Nc1ccc(S(=O)(=O)Nc2cc3c(cc2N2CCOCC2)n(C)c(=O)c(=O)n3C)cc1
#6 CC(C)CC(=O)NCC(c1ccc2c(c1)OCO2)N1CCN(c2ccccc2)CC1 (stereo not drawn)
#7 CCCC(=O)N(CCc1ccccc1)Cc1nc2ccccc2c(=O)[nH]1
#8 Fc1ccc(-c2noc3ncnc(NCCCN4CCN(c5ccccc5)CC4)c23)cc1

assay / entry	1	2	3	4	5	6	7	8
Imprint erasure	-13%[10.9 µM]	-14%[10.9 µM]	6%[10.9 µM]	-4%	-13%[10.9 µM]	5%[10.9 µM]	3%	-14%[10.9 µM]
p53ts 39C tox	-6%	-3%	-21%	-4%	-9%	-33%	6%	?
IkB sig inh	2.3%	?	1.3%	-0.5%	?	-0.2%	?	-0.6%
p53ts 32C tox	8%	-17%	15%	23%	-10%	0%	-3%	-5%

#9 O=C(CSc1nc2nccnc2c(=O)n1CCc1c[nH]c2ccccc12)Nc1ccccc1
#10 CCOCCCNC(=O)C(c1ccc(C)cc1)N(Cc1ccc2c(c1)OCO2)C(=O)c1cnccn1 (stereo not drawn)
#11 CC(C)C(OC(=O)c1ccco1)C(=O)NCc1cccs1 (stereo not drawn)
#12 O=C(Nc1ccc2nc3n(c(=O)c2c1)CCCCC3)c1cccc(C(F)(F)F)c1
#13 CCOC(=O)C(CC)Sc1nnc2n1C(C)(C)Cc1ccccc1-2 (stereo not drawn)
#14 CCn1cc2nc(SCc3cccc(C)c3)n(CCc3ccccc3)c(=O)c2n1
#15 CC(=O)c1ccc(N2CCN(c3ccc4cc(S(=O)(=O)N5CCCCC5)ccc4n3)CC2)cc1
#16 Cc1ccc2nc(NC(=O)Cn3cc4c(n3)CCCCC4)sc2c1

assay / entry	9	10	11	12	13	14	15	16
Imprint erasure	-9%[10.9 µM]	-18%	-6%	-14%[10.9 µM]	-9%	-11%[10.9 µM]	-6%[10.9 µM]	-41%[inhibitor]
p53ts 39C tox	-8%	-12%	14%	-12%	2%	-21%	-3%	2%
IkB sig inh	?	-2.7%	-0.5%	7.2%	0.3%	?	-2.0%	0.2%
p53ts 32C tox	1%	2%	5%	-8%	8%	-4%	2%	-5%

#17 CCOC(=O)Cc1csc(NC(=O)c2ccc(S(=O)(=O)N3CCCCC3)cc2)n1
#18 O=C(NCCS(=O)(=O)N1CCN(c2ccccc2F)CC1)c1cc(=O)c2ccccc2o1
#19 CCOC(=O)COc1nc(OC)nc(N2CCOCC2)n1
#20 COc1cccc(Nc2ncc3nc(C)c(=O)n(Cc4cccs4)c3n2)c1
#21 O=C(COC(=O)c1cccnc1Nc1cccc(C(F)(F)F)c1)NC1CCS(=O)(=O)C1 (stereo not drawn)
#22 O=c1c2ccccc2oc2nc(-c3ccco3)n(Cc3ccccc3)c(=O)c12
#23 COc1ccc(C2C=C(C)Nc3nc(SC)nn32)cc1 (stereo not drawn)
#24 Clc1ccc(/C=N/Nc2nnc(Cl)c3ccccc23)cc1

assay / entry	17	18	19	20	21	22	23	24
Imprint erasure	-14%	-8%[10.9 µM]	-1%	-4%	nt	-12%	-16%	nt
p53ts 39C tox	-11%	-8%	8%	-1%	-9%	5%	-11%	-7%
IkB sig inh	?	1.6%	0.8%	-3.3%[11.4 µM]	nt	-0.9%	1.0%	nt
p53ts 32C tox	-4%	-6%	-9%	-14%	-10%	-1%	1%	-9%

Reprinted at random: five records from the list
#17 CCOC(=O)Cc1csc(NC(=O)c2ccc(S(=O)(=O)N3CCCCC3)cc2)n1
#18 O=C(NCCS(=O)(=O)N1CCN(c2ccccc2F)CC1)c1cc(=O)c2ccccc2o1
#19 CCOC(=O)COc1nc(OC)nc(N2CCOCC2)n1
#21 O=C(COC(=O)c1cccnc1Nc1cccc(C(F)(F)F)c1)NC1CCS(=O)(=O)C1 (stereo not drawn)
#20 COc1cccc(Nc2ncc3nc(C)c(=O)n(Cc4cccs4)c3n2)c1

assay / entry	17	18	19	21	20
Imprint erasure	-14%	-8%[10.9 µM]	-1%	nt	-4%
p53ts 39C tox	-11%	-8%	8%	-9%	-1%
IkB sig inh	?	1.6%	0.8%	nt	-3.3%[11.4 µM]
p53ts 32C tox	-4%	-6%	-9%	-10%	-14%

(list continues)
#25 O=C(NCC1COc2ccccc2O1)C1CCC(CNc2c(N3CCCCC3)c(=O)c2=O)CC1 (stereo not drawn)
#26 COc1ccc(N2CCN(C(=O)CN3CCSc4ccccc43)CC2)cc1
#27 O=C(CC1CCCC1)Nc1nnc(C2CC2)s1
#28 O=C(CSc1nnc(-c2ccncc2)n1CC1CCCO1)NCc1ccccc1 (stereo not drawn)
#29 O=C(c1cccc(S(=O)(=O)N2CCOCC2)c1)N1CCCC1
#30 COc1ccc(C(=O)N2CCC(c3nc(-c4ccc(S(=O)(=O)N5CCCC5)cc4)no3)CC2)cc1
#31 COc1ccccc1CNc1cc(-c2cccc(C#N)c2)ncn1
#32 Cc1ccc(Cn2nc(C)c(NC(=O)c3cc(-c4ccco4)on3)c2C)cc1

assay / entry	25	26	27	28	29	30	31	32
Imprint erasure	-5%	-11%[10.9 µM]	-7%	14%	0%	-20%[10.9 µM]	-11%	-30%
p53ts 39C tox	0%	-8%	-14%	8%	-9%	-29%	-12%	?
IkB sig inh	3.4%	2.3%	-0.3%	0.8%	-0.6%	?	1.5%[11.4 µM]	?
p53ts 32C tox	2%	-6%	-10%	6%	-7%	-7%	7%	?

The last three compounds of the part above lead into the next.
#30 COc1ccc(C(=O)N2CCC(c3nc(-c4ccc(S(=O)(=O)N5CCCC5)cc4)no3)CC2)cc1
#31 COc1ccccc1CNc1cc(-c2cccc(C#N)c2)ncn1
#32 Cc1ccc(Cn2nc(C)c(NC(=O)c3cc(-c4ccco4)on3)c2C)cc1
#33 CCOc1ccccc1CNC(=O)CN1C(=O)CSc2ccc(S(=O)(=O)N3CCOCC3)cc21
#34 O=C(CSc1nc2ccccc2o1)c1ccc2c(c1)OCCO2
#35 CC(C)NS(=O)(=O)c1ccc(OCC(=O)NCc2cccnc2)cc1
#36 Cc1ccc2c(c1)cc1c(=O)n(Cc3ccccc3Cl)nc(C)n12
#37 CCOc1ccccc1C(=O)NC1(C(F)(F)F)C(=O)Nc2c1c(=O)[nH]c(=O)n2-c1ccc(F)cc1 (stereo not drawn)
#38 CC(C)c1ccc(NC(=O)Cn2nnc(C(=O)NCCc3ccccc3)c2N)cc1
#39 Cc1cccc(NC(=O)CN(C)S(=O)(=O)c2cccc3nsnc23)c1C
#40 O=C(O)CC(Cc1ccc(Br)cc1)C(=O)O (stereo not drawn)

assay / entry	30	31	32	33	34	35	36	37	38	39	40
Imprint erasure	-20%[10.9 µM]	-11%	-30%	-9%[10.9 µM]	-12%	3%	-11%[10.9 µM]	-14%[10.9 µM]	-2%[10.9 µM]	-7%	-1%
p53ts 39C tox	-29%	-12%	?	-14%	-3%	10%	-25%	2%	-1%	1%	-10%
IkB sig inh	?	1.5%[11.4 µM]	?	-0.1%	0.0%	2.3%	?	-1.7%	-0.9%	-2.4%	-1.0%
p53ts 32C tox	-7%	7%	?	4%	-2%	0%	-1%	-4%	11%	18%	-7%

#41 CCCn1c(=O)c2ccccc2n2c(SCC(=O)c3cc(C)n(CC4CCCO4)c3C)nnc12 (stereo not drawn)
#42 CCC(C)NC(=O)N[C@@H](Cc1ccccc1)C(=O)O (stereo partly drawn)
#43 CN1CCN(c2ncnc3ccc(-c4ccccc4C#N)cc23)CC1
#44 CC(C)CN(CC(C)C)c1nnc(N)s1
#45 CCOC(=O)C(NC(C)=O)(Nc1ccc(S(=O)(=O)Nc2cc(C)on2)cc1)C(F)(F)F (stereo not drawn)
#46 Cc1ccc(-c2nc(NC(=O)CSc3cc(C)c4ccccc4n3)ns2)cc1
#47 O=C(CSc1ncn[nH]1)Nc1ccccc1C(=O)O
#48 CC(=O)Nc1ccc(N/C=C/C(=O)c2ccc(C)o2)cc1

assay / entry	41	42	43	44	45	46	47	48
Imprint erasure	-5%	0%	-12%	-6%	nt	1%[10.9 µM]	-29%	?
p53ts 39C tox	-1%	1%	-1%	3%	8%	17%	11%	-22%
IkB sig inh	-1.4%	-0.1%	-1.3%[11.4 µM]	-0.8%	nt	?	3.1%	-0.5%
p53ts 32C tox	-1%	4%	-4%	12%	11%	4%	0%	-28%

#49 CCCn1c(-c2ccc(F)cc2)cnc1SCC(=O)O
#50 Cn1c(=NC(=O)c2ccc(F)cc2)sc2cc(Br)ccc21
#51 Cc1cc(C)cc(-n2c(C)cc(C(=O)C(=O)Nc3ccccc3F)c2C)c1
#52 COc1ccc(C2CC(=O)c3cnc(NC(=O)c4ccccc4OC)nc3C2)c(OC)c1 (stereo not drawn)
#53 Nc1nc(-c2nc3ccccc3[nH]2)cs1
#54 Cc1nn2c(=O)cc(COC(=O)c3ccccc3NC(=O)c3ccccc3C)nc2s1
#55 CCCCOc1ccc(CNC(=O)c2cnc3sc(N4CCOCC4)nn3c2=O)cc1
#56 COc1ccc(C(CC(=O)Nc2cccc(C)c2C)N2Cc3ccccc3C2=O)cc1 (stereo not drawn)

assay / entry	49	50	51	52	53	54	55	56
Imprint erasure	-7%	-9%[10.9 µM]	-9%[10.9 µM]	-12%	-82%[inhibitor]	-9%[10.9 µM]	-17%[10.9 µM]	2%[10.9 µM]
p53ts 39C tox	11%	20%	35%[activator]	13%	13µM*	-2%	-14%	2%
IkB sig inh	1.8%	?	5.5%	-1.7%	?	0.8%	?	?
p53ts 32C tox	6%	-4%	-1%	5%	16µM*	-1%	2%	4%

Shown with values under each structure: 2 of the compounds above.
The line under a structure holds: Imprint erasure | p53ts 39C tox | IkB sig inh | p53ts 32C tox
52: COc1ccc(C2CC(=O)c3cnc(NC(=O)c4ccccc4OC)nc3C2)c(OC)c1 (stereo not drawn)
    -12% | 13% | -1.7% | 5%
53: Nc1nc(-c2nc3ccccc3[nH]2)cs1
    -82%[inhibitor] | 13µM* | ? | 16µM*

The list continues:
#57 COc1ccc(C(=O)N2CCC3(CCCN(C(=O)Nc4cccc(F)c4)C3)CC2)cc1
#58 COc1cccc(CNC(=O)C2CCN(Cc3cc4ccccc4n3Cc3ccccc3)CC2)c1OC
#59 CCCCNC(=O)c1nn(-c2ccc(C)cc2)c(=O)c2c1c1ccccc1n2C
#60 Cc1cc2nnc(SCC(=O)Nc3ccc(F)c(Cl)c3)n2c2ccccc12
#61 CCOc1ccc(NC(=O)N2CCC(c3ccc(C)cc3)C2)cc1 (stereo not drawn)
#62 O=c1cnc2cnc(Nc3ccccc3)nc2n1Cc1ccc(F)cc1
#63 Cc1c(C(=O)N2CCOCC2)sc2ncnc(N3CCc4ccccc4C3)c12

assay / entry	57	58	59	60	61	62	63
Imprint erasure	nt	16%[10.9 µM]	-11%[10.9 µM]	-3%[10.9 µM]	-9%[10.9 µM]	-6%	-17%
p53ts 39C tox	1%	-16%	2%	15%	12%	-14%	9%
IkB sig inh	3.2%[11.4 µM]	-0.3%	-1.9%	3.8%	-2.2%	1.2%[11.4 µM]	0.4%
p53ts 32C tox	-2%	0%	-2%	5%	8%	3%	-6%

An excerpt of these results, with tabs:
entry	structure	Imprint erasure	p53ts 39C tox	IkB sig inh	p53ts 32C tox
60	Cc1cc2nnc(SCC(=O)Nc3ccc(F)c(Cl)c3)n2c2ccccc12	-3%[10.9 µM]	15%	3.8%	5%
61	CCOc1ccc(NC(=O)N2CCC(c3ccc(C)cc3)C2)cc1 (stereo not drawn)	-9%[10.9 µM]	12%	-2.2%	8%
62	O=c1cnc2cnc(Nc3ccccc3)nc2n1Cc1ccc(F)cc1	-6%	-14%	1.2%[11.4 µM]	3%
